# TDP2 inh: TDP2 (human) inhibition, absorbance primary screen | inhibition, % at 12.8 µM | recombinant TDP2, T5PNP hydrolysis, p-nitrophenol absorbance 415 nm | O95551 | actives 0.34% (n = 370,000);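 active means inhibition above the mean of all tested compounds plus 3 SD, set per campaign, cut at about 25% in these data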;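 further: 0% = DMSO with enzyme and 100% = buffer with substrate but no TDP2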
#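 System – recombinant human TDP2 · Quantity – TDP2 enzyme at 120 nM final · Doses – single concentration, 12.8 µM nominal, with 1% DMSO · Incubation – 2 h at 37 °C · Measured by – epi absorbance of p-nitrophenol freed from T5PNP by hydrolysis · Read-out – % inhibition relative to enzyme-containing and enzyme-free wells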
# LEDGF integ inh: blocks HIV-1 LEDGF/p75-dependent DNA integration. actives 0.64% (n = 370,000). TR-FRET IN-LEDGF/p75 DNA integration, Eu/Cy5. inhibition, % at 3.7 µM;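 active means inhibition above the screen-wide mean plus 3 SD, cut at about 13% in these data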;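 further: signal is the Cy5 over europium emission ratio at 671 and 618 nm; 0% = plate median of compound wells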
# SIAE inh: blocks human sialic acid acetylesterase | Q9HAT2 | SIAE FP-Rh probe binding, fluorescence polarization | inhibition, % at 9.66 µM | actives 0.69% (n = 370,000);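 active means inhibition above a cutoff: mean of compounds within the control limits plus 3 SD of those, cut at about 17% in these data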;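 further: 0% = plate median of compound wells and 100% = probe without SIAE protein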
# PG9 binder: binds the HIV-1 gp120 antibody PG9 | TR-FRET gp120-PG9 antibody binding | inhibition, % at 6.7 µM | actives 0.43% (n = 360,000); in the data active means inhibition above about 8.5%
# TCR CD3 inh: human TCR-CD3 binding inhibition; TAMRA-labeled TCR probe fluorescence, biochemical; inhibition, % at 9.4 µM; actives 0.37% (n = 360,000); AID 651800; in the data active means inhibition above about 19%;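 further: recombinant mutant TCR 2C K166C tagged with TAMRA read by polarization; 0% = receptor in buffer alone and 100% = receptor with positive control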
# rCAG binder: binds r(CAG) RNA repeats; AID 651821; actives 1.3% (n = 370,000); r(CAG) RNA repeat, TO-PRO-1 dye displacement fluorescence; inhibition, % at 3 µM;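 active means inhibition above the plate cutoff, the mean of all test compounds on that plate plus 3 SD, cut at about 35% in these data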;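 further: 0% = DMSO alone and 100% = 100 µM mitoxantrone as full dye displacement; higher means more dye released from RNA so lower well fluorescence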
# PRMT1 inh: inhibitors of human PRMT1. Q99873. recombinant PRMT1, activity-based probe fluorescence polarization. inhibition, % at 2.79 µM. actives 1.3% (n = 370,000);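 active means inhibition above about 21% made by adding two undisclosed values, limit read from the data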
# ABHD4 inh: inhibitors of mouse ABHD4; inhibition, % at 8.92 µM; actives 0.54% (n = 370,000); purified mABHD4, FP-Rh probe fluorescence polarization;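 active means inhibition exceeding the mean over every tested compound plus 3 SD, cut at about 30% in these data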;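 further: 0% = plate median of compound wells and 100% = S159A mutant with DMSO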
# Target sequence (Q8VD66 whole entry, looked up): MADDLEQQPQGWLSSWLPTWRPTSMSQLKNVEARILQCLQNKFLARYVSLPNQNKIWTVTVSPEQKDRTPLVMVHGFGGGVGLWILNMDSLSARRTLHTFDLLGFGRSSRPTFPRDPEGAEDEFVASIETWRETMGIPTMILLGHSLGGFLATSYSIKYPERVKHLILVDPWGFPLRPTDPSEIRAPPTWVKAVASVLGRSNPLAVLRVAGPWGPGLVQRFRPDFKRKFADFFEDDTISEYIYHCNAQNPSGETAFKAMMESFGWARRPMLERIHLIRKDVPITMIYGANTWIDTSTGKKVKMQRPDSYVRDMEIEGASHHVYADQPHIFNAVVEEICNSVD
#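 System: mouse ABHD4 enzyme, wild type / Medium: HEPES pH 7.0, NaCl, Pluronic buffer / Reagent: FP-Rh activity-based fluorescent probe / Control set: S159A mutant high control, sample median low control / Detection: fluorescence polarization with parallel and perpendicular emission, 525/598 nm / Schedule: 45 min + 60 min at 25 °C / Compound dosing: 8.92 µM, single dose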
# Rev-erbA mod: modulators of human Rev-erb alpha DNA binding. P20393. Rev-erbα–FITC-DNA binding, fluorescence polarization, 90 min. activity, % at 10 µM. actives 0.79% (n = 370,000). AID 1259318;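 active means activity above about 14%, limit read from the data; passing the limit was not always enough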;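 further: 0% = DMSO wells with 35 nM protein and 100% = DMSO wells with 750 nM protein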
# Target sequence (P20393 whole entry, looked up): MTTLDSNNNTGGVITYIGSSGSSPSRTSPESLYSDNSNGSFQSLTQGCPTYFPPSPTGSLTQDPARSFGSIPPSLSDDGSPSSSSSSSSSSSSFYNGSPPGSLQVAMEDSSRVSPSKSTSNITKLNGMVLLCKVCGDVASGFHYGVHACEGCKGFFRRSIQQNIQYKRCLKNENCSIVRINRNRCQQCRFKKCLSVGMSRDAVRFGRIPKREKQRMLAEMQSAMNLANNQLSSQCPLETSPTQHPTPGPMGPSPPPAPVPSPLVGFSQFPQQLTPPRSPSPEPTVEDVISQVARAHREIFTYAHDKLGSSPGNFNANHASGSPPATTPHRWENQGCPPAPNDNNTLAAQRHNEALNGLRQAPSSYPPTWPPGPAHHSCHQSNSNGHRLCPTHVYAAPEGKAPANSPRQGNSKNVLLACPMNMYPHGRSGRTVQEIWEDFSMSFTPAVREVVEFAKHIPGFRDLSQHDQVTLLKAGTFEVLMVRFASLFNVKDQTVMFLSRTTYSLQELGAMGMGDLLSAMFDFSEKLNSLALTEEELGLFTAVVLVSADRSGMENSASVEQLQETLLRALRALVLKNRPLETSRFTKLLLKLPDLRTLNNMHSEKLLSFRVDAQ
# HTRA1 inhibitor: inhibitors of human serine peptidase HTRA1; inhibition, % at 5.96 µM; recombinant HTRA1, FP-rhodamine activity-based probe, fluorescence polarization; AID 504803; actives 0.5% (n = 340,000); in the data active means inhibition above about 36%;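 further: 0% = enzyme with DMSO and 100% = wells lacking enzyme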
# Numbers without * were called inactive; / = no result given. Only part of the results is shown; rates above refer to the full screens.
SMILES,TDP2 inh,LEDGF integ inh,SIAE inh,PG9 binder,TCR CD3 inh,rCAG binder,PRMT1 inh,ABHD4 inh,Rev-erbA mod,HTRA1 inhibitor
C=CCNC(=O)CCCOc1ccc(C)cc1,12,-1,2,0.2,6,0,-1,5,-4,-3
COC(=O)c1ccc(C2C(C(=O)c3cc4ccccc4o3)=C(O)C(=O)N2CCN2CCOCC2)cc1 (stereo not given),0,0,1,-0.5,3,6,-2,0,0,3
Cc1nnc(SCC(=O)n2c3c(c4ccccc42)CCCC3)s1,2,0,-2,-0.9,10,1,0,-1,2,-1
COc1ccccc1N1CCN(C(c2cc3cc(C)ccc3[nH]c2=O)c2nnnn2C2CCCC2)CC1 (stereo not given),1,-1,11,1.1,-5,4,-2,8,1,-7
NS(=O)(=O)c1ccc(CCNC(=O)CCS(=O)(=O)c2ccc(Br)cc2)cc1,8,0,-4,-2.0,1,0,-2,4,-1,1
CCn1c(COc2ccc(=O)n(-c3ccccc3)n2)nnc1SCc1ccccc1,7,-1,8,-1.6,-1,-8,-1,0,2,-4
Cc1cccc(CCNC(=O)COc2cc(=O)n(C)c3ccccc23)c1,1,1,5,-2.5,2,-8,1,-1,-1,1
N#CC1=C(S)N(c2ccc(F)cc2)C2(CCCCC2)NC1=O,-13,7,-6,-3.0,-3,0,-2,0,1,-2
CN1CCN(c2ccc(-c3cccc(NC(=O)COc4ccccc4)c3)nn2)CC1,-9,6,-7,-1.2,-3,-6,-5,-3,-2,-3
CCC(=O)Nc1cccc(-n2nnnc2SCC(=O)c2ccc(C)c(C)c2)c1,-2,1,-12,-2.3,7,5,0,-15,4,-57
N#Cc1nc(-c2ccco2)oc1NCc1cccnc1,-1,-3,11,-2.9,4,-2,4,-2,0,1
CC(=O)N1CCC2(CC1)CC(=O)c1cc(OCC(=O)N3CCCC3)ccc1O2,3,0,1,2.1,6,-6,-4,0,-1,-5
COc1ccc(CC(=O)N/N=C(/C)CC(=O)N(C)c2ccccc2)cc1,25*,0,4,-1.3,1,-1,2,-2,-1,-2
CCn1cc(C(=O)N[C@H](C)c2ccccc2)c(=O)c2cc(F)c(N3CCN(C)CC3)cc21,-4,-2,1,-0.3,-6,-6,1,-4,2,-2
CCc1ccc(C(CC(=O)c2ccc(Cl)cc2)C(=O)O)cc1 (stereo not given),10,3,3,0.5,-6,22,1,5,-4,-3
COc1ccccc1NS(=O)(=O)c1ccc(C)c(C(=O)NCC(c2cccs2)N2CCOCC2)c1 (stereo not given),-6,8,-2,-2.4,-8,2,-5,-14,-4,0
c1ccc(Cc2nnc3sc(Nc4ccccc4)nn23)cc1,-3,0,0,-1.1,-4,2,0,-2,0,0
COc1ccc(C(=O)/C=C/NCc2ccc(F)cc2)cc1OC,2,-3,-5,-2.4,-13,-2,-1,-4,-1,1
Cc1ccc(Nc2nc3ccccc3n3cnnc23)cc1C,-2,1,2,2.5,-6,6,3,-7,4,-4
CCn1cc(C(=O)OCc2ccccc2)c(=O)c2ccc(C)nc21,3,0,3,-4.2,1,-7,2,-2,-1,-8
O=C1c2cc(O)cc(O)c2C(=O)c2c1cc(O)c([C@@H](CO)CCO)c2O,-3,4,10,-11,6,53*,13,56*,-11,39*
CCOC(=O)Cn1c(-c2cccnc2Cl)nc2cc(C)c(C)cc21,-11,0,1,-2.5,1,-3,0,2,-1,-5
COc1ccc(OCC(=O)NCCNC(=O)c2ccncc2)cc1,3,-2,3,0.1,-2,-4,1,4,-4,9
CCCCCN=C(C)c1c(O)c2ccccc2oc1=O,-1,-2,-38,-2.0,3,4,0,-3,-1,4
Cc1cc(Cl)ccc1OCC(=O)OCC(=O)Nc1ccc(F)c([N+](=O)[O-])c1,0,-1,3,-1.2,4,10,1,-11,7,-17
Cc1cc(C)cc(NC(=O)CCc2nc3sc4c(c3c(=O)[nH]2)CCCC4)c1,-13,-4,-19,11*,10,11,0,-10,30*,-17
Cc1ccc(C)c(OCCC(=O)NNC(=O)c2ccccc2)c1,0,-5,0,0.0,-3,-1,3,-5,-10,-4
CC(=O)NN1C(=O)/C(=C2/Sc3ccccc3N2C)SC1=S,16,6,1,4.6,0,0,1,0,-5,-2
Clc1ccccc1CSc1snnc1-c1ccccc1,9,1,0,-0.6,-1,0,1,0,4,-19
COc1ccccc1N1CCN(C(CNC(=O)c2ccc3c(c2)OCO3)c2cccnc2)CC1 (stereo not given),-6,-1,-1,1.2,7,4,0,0,-10,1

# Gathered by group, the entries above with an NH in an aromatic ring
SMILES,TDP2 inh,LEDGF integ inh,SIAE inh,PG9 binder,TCR CD3 inh,rCAG binder,PRMT1 inh,ABHD4 inh,Rev-erbA mod,HTRA1 inhibitor
COc1ccccc1N1CCN(C(c2cc3cc(C)ccc3[nH]c2=O)c2nnnn2C2CCCC2)CC1 (stereo not given),1,-1,11,1.1,-5,4,-2,8,1,-7
Cc1cc(C)cc(NC(=O)CCc2nc3sc4c(c3c(=O)[nH]2)CCCC4)c1,-13,-4,-19,11*,10,11,0,-10,30*,-17

# Remaining list, next part.
SMILES,TDP2 inh,LEDGF integ inh,SIAE inh,PG9 binder,TCR CD3 inh,rCAG binder,PRMT1 inh,ABHD4 inh,Rev-erbA mod,HTRA1 inhibitor
CCS(=O)(=O)N1Cc2ccccc2CC1C(=O)N1CCN(c2cccc(C)c2C)CC1 (stereo not given),8,2,3,1.7,-2,-2,-6,-10,0,-9
O=C1CC(C(=O)O)S/C(=N\N=C\c2ccc(Br)cc2)N1 (stereo not given),-14,5,-5,-1.4,0,4,-5,-8,-5,0
CCN(C(=O)Cn1c(=O)oc2cc(S(=O)(=O)N3CCCC3)ccc21)c1ccc(OC)cc1,-2,3,5,-0.2,-1,2,3,0,-2,1
CCc1ccc(/C=N/n2c(COc3ccccc3)n[nH]c2=S)cc1,10,2,4,2.8,-5,32,16,-12,-1,-1
CCN(CC(=O)Nc1ccccc1C(F)(F)F)C(=O)CCSc1ccc(F)cc1,0,2,-1,0.8,6,-4,-6,0,-3,-1
COc1cccc(CNC(=O)CCSCc2ccccc2F)c1,5,-4,6,1.8,2,-3,0,1,6,1
O=C(CCN1CCCCC1)N=Nc1c(O)[nH]c2ccccc12,-11,1,6,-2.8,-5,5,1,-5,-2,-4
CC(=O)c1cccc(NC(=O)c2sc3nc4n(c(=O)c3c2C)CCCC4)c1,-6,-5,-11,-1.6,1,-8,4,0,-1,0
CC(C)CN(C(=O)CSc1nn(-c2ccc(Cl)cc2)c(=S)s1)C1CCS(=O)(=O)C1 (stereo not given),4,-3,3,-1.9,2,2,0,-4,-8,-6
COc1ccc(OC)c(NC(=O)COC(=O)c2cc3c(s2)CCC3)c1,-1,7,1,-1.2,11,23,1,2,-31,-8

# Entries listed so far shown as hits in Rev-erbA mod.
structure,TDP2 inh,LEDGF integ inh,SIAE inh,PG9 binder,TCR CD3 inh,PRMT1 inh,ABHD4 inh,Rev-erbA mod,HTRA1 inhibitor
Cc1cc(C)cc(NC(=O)CCc2nc3sc4c(c3c(=O)[nH]2)CCCC4)c1,-13,-4,-19,11*,10,0,-10,30*,-17

# (list continues)
SMILES,TDP2 inh,LEDGF integ inh,SIAE inh,PG9 binder,TCR CD3 inh,rCAG binder,PRMT1 inh,ABHD4 inh,Rev-erbA mod,HTRA1 inhibitor
CC1(c2ccccc2)CC(C)(C)N2C(=O)/C(=C3\SC(=S)NC3=O)c3cccc1c32 (stereo not given),10,3,2,-0.2,9,5,3,11,4,-8
Cn1c(=O)c(=O)n(C)c2cc(S(=O)(=O)NCCOc3ccccc3)ccc21,7,3,4,-2.7,4,-3,3,4,-6,/
OCCC1CN(CC2CCCCC2)CCN1C1CCCC1 (stereo not given),-8,-2,-6,0.2,4,-1,1,1,-1,2
COC(=O)CNC(=O)c1cccc(Cl)c1,-9,-10,13,-1.9,5,-1,-5,5,-2,10
CCCOCCc1nnc(N)s1,-2,1,-2,0.7,2,-1,-2,2,-1,-2
CCc1cc2cc(C)ccc2nc1SCC(=O)Nc1cc(C)on1,3,-5,-6,14*,-7,-2,3,2,17*,-2
CCCC(=O)Nc1ccc(Cc2ccc(NC(=O)CCC)c(C(=O)O)c2)cc1C(=O)O,9,4,3,-0.3,-1,27,0,2,-3,0
O=C(CSC1=NCCS1)NC1CCCC1,5,3,-5,-1.7,4,5,4,-1,-2,-4
C=CCOc1ccc2c(CC)cc(=O)oc2c1C,-18,1,1,-0.3,13,2,-2,2,1,-9
O=C(NCC1CCCO1)c1ccc(-c2cccc(C(F)(F)F)c2)o1 (stereo not given),-5,-5,3,-1.3,-2,-8,2,3,-4,-5
O=C(c1ccc([N+](=O)[O-])cc1)N(Cc1ccc(Cl)cc1Cl)N1C(=O)CCCC1=O,-8,-3,-6,-2.2,-1,5,1,12,0,-3
CC(Cc1ccccc1)C(=O)Nc1ccc(Br)cc1 (stereo not given),-2,3,-5,-1.7,-2,-4,-4,-13,4,-11
C=CCNC(=O)c1cc(C(=O)C(C)c2ncc(C(F)(F)F)cc2Cl)c[nH]1 (stereo not given),2,4,-5,-1.6,9,-4,1,1,1,-5
CC(=O)c1ccc(N2CCN(C(=O)c3ccc4[nH]c(C)c(C)c4c3)CC2)cc1,0,0,4,1.3,-3,3,-5,-3,4,0
Cc1[nH]n(-c2ccc(F)cc2)c(=O)c1/C=N/c1sc2c(c1C#N)CCCC2,16,0,6,-2.1,-2,3,-1,3,5,-4
CCC(CO)NCc1ccc(OCC(=O)Nc2cccc(C(F)(F)F)c2)c(OC)c1 (stereo not given),-1,-3,1,1.7,-3,-2,0,-7,-2,-3
CCOC(=O)c1nn(-c2ccccc2)c(=O)c2c(NC(C)=O)scc12,-7,-5,4,0.8,-4,-2,6,2,-6,-5
CCOC(=O)C(CC)/C(C)=N\NC(=O)c1ccccc1O (stereo not given),3,0,6,0.4,35*,-9,0,9,-4,31
O=C(COc1cc2oc(=O)cc(-c3ccccc3)c2cc1Cl)NC(Cc1c[nH]c2ccc(O)cc12)C(=O)O (stereo not given),-1,1,3,0.8,5,42*,4,11,-5,5
CCCC(=O)Nc1nc(C)c(-c2csc(Nc3ccc(Cl)cc3)n2)s1,-7,0,4,-2.4,-6,16,14,-11,5,10
CC1Cc2nc(SCC(=O)N3CCCC3)n(C)c(=O)c2S1 (stereo not given),1,-3,6,-2.9,-1,3,5,0,-2,0
CCc1cccc(CC)c1-n1c(SCC(=O)c2c(N)n(C)c(=O)n(C)c2=O)nnc1-c1cccnc1,4,1,5,-0.4,7,1,-2,-5,11,1
O=C(NCC12CC3CC(CC(C3)C1)C2)c1nc2ncccn2n1,2,-3,1,-0.6,5,-1,-2,1,-8,3
COc1cccc(CNC(=O)CCC2CCCN(c3cc(C)nc(N)n3)C2)c1 (stereo not given),-5,2,-4,-0.9,3,-3,-2,-1,-2,-4
COC(=O)C1=C(C(=O)OC)SC2(S1)C(C(=O)OC)=C(C(=O)OC)SC1=C2c2cc(C)cc(C)c2NC1(C)C,11,1,1,-1.0,-5,0,0,5,2,0
COc1ccc(COCC(O)CN2CC(C)OC(C)C2)cc1OC (stereo not given),1,-1,11,2.0,2,-6,2,2,0,12
CCOc1cc(/C=N\NC(=O)CN2CCOCC2)ccc1OCc1ccc(F)cc1,0,-3,-1,1.2,-2,-8,2,7,-1,2

# Screening data deposited in PubChem by several laboratories.
